Keap1-Nrf2 PPI: inhibitors of human Keap1-Nrf2 protein-protein interaction; Q14145; Keap1 Kelch-Nrf2 peptide fluorescence polarization, 1536-well; inhibition, % at 9.4 µM; 0.15% of 340,000 active; in the data active = inhibition above about 12%;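 note: human Keap1 Kelch domain with fluorescein labeled Nrf2 9mer peptide probe; 0% = neutral control wells and 100% = peptide positive control; higher means more block of Keap1 binding to Nrf2 peptide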
PvdQ inh: blocks Pseudomonas aeruginosa PvdQ acylase activity | 0.063% of 340,000 active | inhibition, % at 10 µM | purified PvdQ acylase, fluorescence plate reader | AID 488965; in the data active = inhibition above about 30%, passing the limit was not always enough;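 note: 0% = vehicle neutral wells and 100% = reference inhibitor wells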
cardiac RTF act: increases calcium sensitivity of human cardiac regulated thin filaments | IANBD-labeled TnC RTF fluorescence at EC20 calcium; 0% EC20 calcium, 100% full calcium | activation, % at 7.2 µM | 0.24% of 340,000 active | AID 493008;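 active = activation above the mean over all tested compounds plus 3 SD, cut at about 30% in these data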;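 note: rise in fluorescence read as greater calcium sensitivity of cardiac thin filaments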
LANA DNA inh: KSHV C-LANA DNA binding inhibition | MBP-C-LANA/FAM-LBS DNA binding, fluorescence polarization | inhibition, % at 9 µM | 0.078% of 340,000 active;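 active = highest replicate inhibition at or above 60% at 9 µM, even if other replicates fall short; inactive = all replicates below 60% inhibition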;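 note: 0% = neutral control wells and 100% = 4 µM acridine orange control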
dFosB act: activators of mouse delta FosB homodimer; 0.99% of 340,000 active; purified delta FosB, TAMRA-CDK5 oligo fluorescence polarization; percent of positive-control signal above neutral wells; P13346; activation, % at 25 µM; AID 493131;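 active = mean activation above about 17%, with every replicate also reaching it, limit read from the data, passing the limit was not always enough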;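 note: fluorescence polarization rise as delta FosB binds a TAMRA Cdk5 AP-1 oligo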
CDK5 inh: CDK5/p35 (human) kinase inhibition; Q00535+Q15078; Recombinant CDK5/p35, ADP-Glo luminescence, 60 min; inhibition, % at 10 µM; 0.01% of 330,000 active;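 active = highest replicate inhibition of at least 50% and at least 75% of replicates reaching 50%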;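 note: plate controls were DMSO neutral control for no effect and GW8510 at 10 µM for full effect; many of its hits are not listed in these tables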
Target sequence (Q00535 whole entry, looked up): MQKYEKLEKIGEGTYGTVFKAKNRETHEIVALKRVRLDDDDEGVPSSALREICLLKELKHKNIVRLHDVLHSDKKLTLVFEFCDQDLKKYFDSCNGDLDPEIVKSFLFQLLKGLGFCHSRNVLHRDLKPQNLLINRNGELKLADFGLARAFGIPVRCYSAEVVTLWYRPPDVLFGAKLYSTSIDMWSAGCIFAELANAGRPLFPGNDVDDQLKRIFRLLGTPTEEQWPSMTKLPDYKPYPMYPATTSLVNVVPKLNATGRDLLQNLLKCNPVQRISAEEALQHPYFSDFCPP
Target sequence (Q15078 whole entry, looked up): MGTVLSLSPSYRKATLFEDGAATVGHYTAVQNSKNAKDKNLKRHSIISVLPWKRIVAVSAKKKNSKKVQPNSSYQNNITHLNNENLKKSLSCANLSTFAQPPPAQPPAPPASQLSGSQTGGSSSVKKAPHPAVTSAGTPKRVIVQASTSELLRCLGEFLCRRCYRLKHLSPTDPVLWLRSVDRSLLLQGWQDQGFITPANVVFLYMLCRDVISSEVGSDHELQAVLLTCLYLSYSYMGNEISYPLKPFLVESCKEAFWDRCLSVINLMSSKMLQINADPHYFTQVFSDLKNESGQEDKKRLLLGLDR
PfHsp90 set2: inhibits growth of yeast expressing Plasmodium falciparum Hsp90 | S. cerevisiae expressing PfHsp90, BacTiter-Glo ATP, 48 h; yeast lacking PDR1 and PDR3 efflux regulators | inhibition, % at 9.4 µM | 0.32% of 310,000 active | AID 504621;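 active = every replicate shows inhibition above about 80%, whatever the replicate mean, limit read from the data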;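 note: 0% = DMSO neutral controls and 100% = 20 µM radicicol positive controls; yeast relying on Plasmodium falciparum Hsp90 in place of its own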
Cardiac RTF inh: cardiac RTF calcium desensitization; P19429+P45379; IANBD-labeled cardiac RTF, Ca2+ fluorescence; 0.12% of 340,000 active; inhibition, % at 7.15 µM;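 active = inhibition above the mean inhibition of all tested compounds plus 3 SD, cut at about 17% in these data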;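 note: assay run at fixed EC70 calcium of 1.6 mM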
SUMO Mot1 rescue: SUMOylation pathway inhibition by Mot1-301 growth rescue | growth rescue, % at 18.8 µM | AID 2716 | 1% of 320,000 active | S. cerevisiae Mot1-301 growth rescue, ATP luminescence, 38.5C; percent above DMSO median, 100 means doubled;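 active = every valid replicate shows activation above 250% relative to neutral control wells; inactive = the rest, any valid replicate at or below 250%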;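 note: OY570 slx delta 5 strain wells were the positive control but not used for scaling; some compounds called inactive have numbers as strong as hits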
Rtt109 HAT inh: blocks Candida albicans Rtt109/Vps75 acetyltransferase activity; inhibition, % at 34.9 µM; 0.16% of 330,000 active; Q5AAJ8; AID 540336; purified Rtt109/Vps75, ThioGlo CoA-SH fluorescence, 4 h;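 active = inhibition of at least 50% in every replicate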
NSD2 HMT inh: inhibitors of human histone methyltransferase NSD2; O96028; inhibition, % at 12.5 µM; 0.54% of 310,000 active; AID 743445; NSD2 peptide methylation, AlphaScreen, 120 min; in the data active = inhibition above about 50%
An asterisk follows results filed as active; nt = no result given.

Screens by letter: A = Keap1-Nrf2 PPI; B = PvdQ inh; C = cardiac RTF act; D = LANA DNA inh; E = dFosB act; F = CDK5 inh; G = PfHsp90 set2; H = Cardiac RTF inh; I = SUMO Mot1 rescue; J = Rtt109 HAT inh; K = NSD2 HMT inh
1	O=Cc1c(N2CCN(c3ccccc3)CC2)nc2ccccn2c1=O
  A: -8 | B: -12 | C: -1 | D: 1.5 | E: -3 | F: -0.4 | G: -12 | H: -6 | I: -4 | J: 4 | K: 3

2	CC(C)(C)OC(=O)n1cc(C(=O)c2ccccc2O)cn1
  A: 0 | B: -18 | C: -5 | D: 0.8 | E: -1 | F: 2.9 | G: -16 | H: 2 | I: 6 | J: 1 | K: nt

3	FCCCOc1ccc(/C=N/OCc2c(Cl)cccc2Cl)cc1
  A: -4 | B: -22 | C: -3 | D: 3.4 | E: 12 | F: 0.8 | G: 11 | H: -4 | I: 9 | J: 3 | K: -2

4	Cn1c2ccccc2c(=O)c2cc(C#Cc3ccccn3)ccc21
  A: 2 | B: -27 | C: 7 | D: 2.8 | E: -15 | F: 0.1 | G: 10 | H: -8 | I: 3 | J: -6 | K: nt

5	Cc1cccnc1NC(=O)c1cccc(S(=O)(=O)NCc2ccccc2)c1
  A: -1 | B: -12 | C: -4 | D: -0.1 | E: -5 | F: -0.4 | G: 18 | H: -9 | I: -7 | J: 2 | K: 0

6	COC(=O)c1sc(N)c(C(=O)OC)c1COC(=O)CNS(=O)(=O)c1cccc(C#N)c1
  A: -1 | B: 0 | C: 2 | D: 0.1 | E: -11 | F: -0.4 | G: 3 | H: 6 | I: 8 | J: -2 | K: -4

7	COc1ccc(OC(=O)Nc2ccc([N+](=O)[O-])cc2OC)cc1
  A: 3 | B: -8 | C: 2 | D: 2.9 | E: 5 | F: 0.0 | G: 4 | H: -2 | I: 28 | J: 0 | K: 1

8	COC(=O)c1ccc(NC(=S)NC2CC2)cc1
  A: -5 | B: 13 | C: 0 | D: 0.2 | E: 3 | F: 1.3 | G: 5 | H: -12 | I: -4 | J: 7 | K: -1

9	O=C(COc1ccc(Br)cc1)Nc1ccc([N+](=O)[O-])cn1
  A: 1 | B: -16 | C: 6 | D: -0.8 | E: 2 | F: -0.9 | G: -52 | H: -4 | I: 6 | J: -15 | K: -3

10	C#CCOCCOCCOCCNc1nc(N2CCN(C(=O)CCCCCCCCCCNC(=O)[C@H](CCCCN)n3cc(C[C@@H](C)CC)nn3)CC2)nc(N2CCN(C(=O)CCCCCCCCCCNC(=O)[C@H](CCCCN)n3cc(C[C@@H](C)CC)nn3)CC2)n1
  A: -7 | B: -12 | C: -1 | D: -3.4 | E: -296 | F: 3.9 | G: 47 | H: 0 | I: -13 | J: 6 | K: nt

11	O=[N+]([O-])c1ccc(C(O)C23CN4CN(CN(C4)C2)C3)cc1 (centres undefined)
  A: -1 | B: 14 | C: 1 | D: -0.7 | E: -2 | F: -0.9 | G: 13 | H: 1 | I: 8 | J: 2 | K: -5

12	COCCNC(=O)C(c1ccco1)N(Cc1ccc(OC)cc1)C(=O)Cn1nnc2ccccc21 (centres undefined)
  A: -7 | B: 9 | C: -3 | D: -0.9 | E: -5 | F: -2.1 | G: -6 | H: 6 | I: -16 | J: 8 | K: -2

13	CCC(=O)c1ccc(OCC(=O)OCC(=O)c2cc(C)n(CC3CCCO3)c2C)cc1 (centres undefined)
  A: 4 | B: 0 | C: 3 | D: -3.7 | E: -2 | F: 0.3 | G: 6 | H: -2 | I: 0 | J: 10 | K: 16

14	CCOC(=O)CSc1nc2c(c(=O)n(C)c(=O)n2C)n1Cc1ccccc1F
  A: -4 | B: -9 | C: 16 | D: 0.7 | E: 2 | F: -0.1 | G: -16 | H: -2 | I: -7 | J: -19 | K: nt

15	Cc1nn(CC(=O)NNC(=O)c2ccc(Br)cc2)c(C)c1[N+](=O)[O-]
  A: -6 | B: -13 | C: -3 | D: 1.2 | E: 1 | F: 0.4 | G: nt | H: -2 | I: 1 | J: -5 | K: -3

16	CCOC(=O)C1CCCN(C(=O)c2cc3ccccc3cc2OC)C1 (centres undefined)
  A: -8 | B: -27 | C: 2 | D: 0.5 | E: -10 | F: -8.5 | G: 0 | H: -12 | I: nt | J: -3 | K: -2

17	COc1ccc(-n2c(=S)[nH]c3cc(C(=O)NCCCN4CCCC4=O)ccc3c2=O)c(OC)c1
  A: -3 | B: -7 | C: 6 | D: -0.3 | E: -12 | F: -1.2 | G: nt | H: -9 | I: 1 | J: -1 | K: 1

18	O=C(Nc1cccc(C(=O)O)c1)/C(=C\c1ccccc1)NC(=O)c1ccccc1Cl
  A: 2 | B: 0 | C: 3 | D: 0.2 | E: 2 | F: -1.3 | G: 2 | H: -6 | I: 8 | J: -7 | K: 1

19	Cc1cc(N(CCO)CCO)ccc1C(c1ccc(N(CCO)CCO)cc1C)c1ccccc1Cl
  A: -2 | B: 2 | C: -24 | D: 0.3 | E: -3 | F: 0.4 | G: -2 | H: -1 | I: 13 | J: 8 | K: 2

20	COc1ccc(C(CCN2CCN(c3ccccc3)CC2)c2c(O)cc(OC)cc2OC)cc1 (centres undefined)
  A: -1 | B: -16 | C: 1 | D: -1.1 | E: -1 | F: -0.9 | G: -1 | H: 4 | I: -14 | J: 2 | K: nt

Molecules above containing an aryl methoxy group:
Screens by letter: A = Keap1-Nrf2 PPI; B = PvdQ inh; C = cardiac RTF act; D = LANA DNA inh; E = dFosB act; F = CDK5 inh; G = PfHsp90 set2; H = Cardiac RTF inh; I = SUMO Mot1 rescue; J = Rtt109 HAT inh; K = NSD2 HMT inh
7	COc1ccc(OC(=O)Nc2ccc([N+](=O)[O-])cc2OC)cc1
  A: 3 | B: -8 | C: 2 | D: 2.9 | E: 5 | F: 0.0 | G: 4 | H: -2 | I: 28 | J: 0 | K: 1

12	COCCNC(=O)C(c1ccco1)N(Cc1ccc(OC)cc1)C(=O)Cn1nnc2ccccc21 (centres undefined)
  A: -7 | B: 9 | C: -3 | D: -0.9 | E: -5 | F: -2.1 | G: -6 | H: 6 | I: -16 | J: 8 | K: -2

16	CCOC(=O)C1CCCN(C(=O)c2cc3ccccc3cc2OC)C1 (centres undefined)
  A: -8 | B: -27 | C: 2 | D: 0.5 | E: -10 | F: -8.5 | G: 0 | H: -12 | I: nt | J: -3 | K: -2

17	COc1ccc(-n2c(=S)[nH]c3cc(C(=O)NCCCN4CCCC4=O)ccc3c2=O)c(OC)c1
  A: -3 | B: -7 | C: 6 | D: -0.3 | E: -12 | F: -1.2 | G: nt | H: -9 | I: 1 | J: -1 | K: 1

20	COc1ccc(C(CCN2CCN(c3ccccc3)CC2)c2c(O)cc(OC)cc2OC)cc1 (centres undefined)
  A: -1 | B: -16 | C: 1 | D: -1.1 | E: -1 | F: -0.9 | G: -1 | H: 4 | I: -14 | J: 2 | K: nt

Three compounds already listed, arranged by SMILES length, ascending:
Screens by letter: A = Keap1-Nrf2 PPI; B = PvdQ inh; C = cardiac RTF act; D = LANA DNA inh; E = dFosB act; F = CDK5 inh; G = PfHsp90 set2; H = Cardiac RTF inh; I = SUMO Mot1 rescue; J = Rtt109 HAT inh; K = NSD2 HMT inh
16	CCOC(=O)C1CCCN(C(=O)c2cc3ccccc3cc2OC)C1 (centres undefined)
  A: -8 | B: -27 | C: 2 | D: 0.5 | E: -10 | F: -8.5 | G: 0 | H: -12 | I: nt | J: -3 | K: -2

19	Cc1cc(N(CCO)CCO)ccc1C(c1ccc(N(CCO)CCO)cc1C)c1ccccc1Cl
  A: -2 | B: 2 | C: -24 | D: 0.3 | E: -3 | F: 0.4 | G: -2 | H: -1 | I: 13 | J: 8 | K: 2

12	COCCNC(=O)C(c1ccco1)N(Cc1ccc(OC)cc1)C(=O)Cn1nnc2ccccc21 (centres undefined)
  A: -7 | B: 9 | C: -3 | D: -0.9 | E: -5 | F: -2.1 | G: -6 | H: 6 | I: -16 | J: 8 | K: -2
